Screening data deposited in PubChem by Sanford-Burnham Center for Chemical Genomics.
hIAP act = human IAP activation; AID 2524; hit rate 0.16% among 330,000; activation factor at 10 µM; purified human IAP, CDP-Star luminescence, 30 min; hits give high values; 1 = vehicle-only enzyme, 0 = enzyme-free background;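 active means activation factor of the enzyme at least 2-fold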; further: the source names both 10 and 20 µM as test concentration; values of inactives mirror those of a sister screen read the other way
Target sequence (P09923 whole entry, looked up): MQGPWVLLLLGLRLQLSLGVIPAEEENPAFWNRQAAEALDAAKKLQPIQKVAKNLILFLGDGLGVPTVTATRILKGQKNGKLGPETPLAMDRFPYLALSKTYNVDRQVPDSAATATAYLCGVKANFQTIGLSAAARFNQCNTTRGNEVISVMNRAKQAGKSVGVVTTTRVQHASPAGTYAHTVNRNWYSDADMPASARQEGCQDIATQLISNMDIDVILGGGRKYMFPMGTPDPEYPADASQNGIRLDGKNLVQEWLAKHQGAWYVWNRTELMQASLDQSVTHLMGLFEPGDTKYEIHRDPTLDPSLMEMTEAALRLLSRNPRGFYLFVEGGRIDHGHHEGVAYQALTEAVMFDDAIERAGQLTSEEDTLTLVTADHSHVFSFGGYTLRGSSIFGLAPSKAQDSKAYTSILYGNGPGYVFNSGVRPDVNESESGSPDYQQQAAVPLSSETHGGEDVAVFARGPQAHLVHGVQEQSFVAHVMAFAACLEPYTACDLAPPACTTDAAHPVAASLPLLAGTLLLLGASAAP
HKDC1 inh = blocks human hexokinase HKDC1 activity; inhibition, % at 20 µM; hit rate 0.16% among 340,000; recombinant HKDC1, G6PDH/diaphorase resazurin coupled fluorescence;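 active means inhibition above about 35% when tested at 20 µM, limit read from the data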;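 further: plate controls were DMSO wells with enzyme for no effect and DMSO wells lacking enzyme for full effect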
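test system = in-house recombinant HK5 (HKDC1) enzyme | amount = HKDC1 at 5 µg/mL | control set = DMSO-enzyme wells negative, buffer-substituted wells positive | compound = one dose of 20 µM, 1% DMSO | schedule = reaction time 90 min, room temperature, protected from light | technique = resorufin fluorescence at 613 nm | reagent = glucose with 1 mM ATP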
mIAP inh = mouse IAP inhibition; purified mouse IAP, CDP-Star luminescence, 30 min; hit rate 0.2% among 330,000; inhibition, % at 10 µM; AID 2806;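 active means inhibition of at least 40% at 10 µM in the primary screen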;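 further: plate controls were DMSO with enzyme for no effect and no enzyme wells for full effect; values of inactives mirror those of a sister screen read the other way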
A3A deaminase = blocks human APOBEC3A ssDNA deamination | recombinant A3A, FAM/TAMRA ssDNA deamination fluorescence | inhibition, % at 20 µM | hit rate 0.41% among 330,000;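 active means at least 40% inhibition at 20 µM here, with at most 30% in a related deaminase screen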;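 further: plate controls were A3A with DMSO for no effect and wells lacking A3A enzyme for full effect; some results filed as inactive read as strong as hits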
Target sequence (P31941 whole entry, looked up): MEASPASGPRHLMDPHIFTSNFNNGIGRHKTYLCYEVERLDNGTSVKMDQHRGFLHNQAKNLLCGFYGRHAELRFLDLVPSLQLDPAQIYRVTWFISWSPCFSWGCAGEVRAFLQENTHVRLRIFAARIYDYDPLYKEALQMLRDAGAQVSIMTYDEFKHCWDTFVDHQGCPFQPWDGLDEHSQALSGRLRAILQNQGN
ATG4B inhibitor = blocks human ATG4B protease cleavage of LC3 substrate; Q9Y4P1; ATG4B cleavage of LC3-PLA2, NBD-HPC fluorescence, 1 h; inhibition, % at 8.33 µM; hit rate 0.51% among 340,000; AID 504462; in the data active means inhibition above about 40%
Target sequence (Q9Y4P1 whole entry, looked up): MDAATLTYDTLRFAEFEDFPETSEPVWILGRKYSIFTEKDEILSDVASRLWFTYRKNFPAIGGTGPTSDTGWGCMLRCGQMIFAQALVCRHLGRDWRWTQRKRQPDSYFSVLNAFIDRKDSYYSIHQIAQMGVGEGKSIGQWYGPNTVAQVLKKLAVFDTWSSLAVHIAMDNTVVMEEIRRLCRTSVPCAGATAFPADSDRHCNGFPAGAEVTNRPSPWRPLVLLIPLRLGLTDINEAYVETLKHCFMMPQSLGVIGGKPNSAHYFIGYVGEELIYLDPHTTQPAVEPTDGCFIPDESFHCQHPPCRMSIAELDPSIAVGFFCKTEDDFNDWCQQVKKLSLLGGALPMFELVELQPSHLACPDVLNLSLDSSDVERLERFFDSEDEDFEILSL
hIAP block = human IAP inhibition. P09923. purified IAP, CDP-Star luminescence, 30 min. inhibition, % at 10 µM. hit rate 0.12% among 330,000. AID 2544;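 active means inhibition reaching a set limit with compound at 10 µM in the primary screen, cut at about 35% in these data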;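 further: plate controls were DMSO wells with enzyme for no effect and no-enzyme buffer wells for full effect; values of inactives mirror those of a sister screen read the other way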
PfGluPho inh = PfG6PD (Plasmodium falciparum) enzyme inhibition. PfGluPho enzyme, NADPH resazurin-diaphorase fluorescence. inhibition, % at 20 µM. hit rate 0.78% among 350,000. AID 504690;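 active means inhibition reaching at least a set limit at 20 µM in the primary screen, cut at about 59% in these data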;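 further: 0% = DMSO wells with substrate and 100% = DMSO wells lacking glucose-6-phosphate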
mIAP activ = mouse IAP activation; muIAP, CDP-Star luminescence, 30 min; hits give high values; 1 = vehicle-only enzyme signal, 0 = enzyme-free wells; activation factor at 10 µM; hit rate 0.24% among 330,000;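 active means activation factor of at least 2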; further: the source names both 10 and 20 µM as test concentration; values of inactives mirror those of a sister screen read the other way
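also added = chemiluminescent substrate CDP-Star | test system = mouse IAP enzyme | signal = chemiluminescence readout | compound = DMSO-dissolved test compounds | incubation = 30 min at room temperature | benchmarks = DMSO wells, no-enzyme wells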
An asterisk follows results filed as active; · = not tested or not shown.

SMILES	hIAP act	HKDC1 inh	mIAP inh	A3A deaminase	ATG4B inhibitor	hIAP block	PfGluPho inh	mIAP activ
COc1ccc(NC(=O)C2CCCN(c3ncccn3)C2)cc1 (stereo not given)	1.1	-6	-3	-1	-4	-5	13	1
Cc1ccc(S(=O)(=O)N2CCOCC2)cc1NC(=O)CSc1nnc(N)s1	0.94	-2	-3	-8	0	6	7	1
COc1ccc(NC(=O)N(C)C[C@H]2Oc3c(NC(=O)c4nc5ccccc5s4)cccc3C(=O)N([C@@H](C)CO)C[C@H]2C)cc1	0.9	-2	7	-5	-29	10	45	0.93
O=C(C[C@@H]1C/C=C/CC[C@@H](Cc2ccc(F)cc2)C(=O)O[C@@H](c2ccccc2)CNC1=O)NCCO	0.85	-6	-3	-2	-16	15	10	1
O=C(C1CCN(S(=O)(=O)c2cccc3nsnc23)CC1)N1CCN(c2ccccc2F)CC1	1.1	-4	8	-3	-8	-6	12	0.93
CC1CCCC(NC(=O)CSc2ncccn2)C1C (stereo not given)	1.1	-8	-13	-1	-4	-10	-6	1.1
COc1ccc(N=C2NN=C(c3c(C)[nH]c4ccccc34)CS2)cc1	1	-1	8	3	-11	-4	48	0.93
COc1ccc(C2SCC(=O)N2CCCN(C)C)cc1 (stereo not given)	1.1	-2	-7	-2	-8	-13	-4	1.1
O=C(O)Cc1c(-c2ccccc2)c2cc(Br)ccc2[nH]c1=O	1.1	-5	6	3	-2	-11	-14	0.94
CCOC(=O)N1CCN(c2c(-c3ccc(C)c(C)c3)c(=O)c2=O)CC1	0.99	-2	-7	-2	-8	1	-4	1.1
COc1ccccc1N(C)S(=O)(=O)c1ccc(Cl)c(C(=O)NNC(=O)c2ccccc2O)c1	2.3*	-16	38	-1	-4	-134	-23	0.62
COC(=O)C(NC(=O)c1c(C)nn(C)c1Cl)c1ccccc1 (stereo not given)	1.1	-5	-16	-8	-8	-8	-2	1.2
Cc1ccccc1OCC(=O)NC(Cc1c[nH]c2ccccc12)C(=O)O (stereo not given)	0.98	9	4	-3	-7	2	0	0.96
COc1ccc(OC)c(C(=O)COC(=O)c2ccc(C)o2)c1	1.1	-6	0	4	4	-11	-12	1
O=C(COC(=O)CNC(=O)C1CCCCC1)Nc1ccc(Cl)cn1	1.1	-3	5	-5	3	-13	-7	0.95
Cc1ccc(C(=O)NC(=S)Nc2ccc3c(c2)OCCO3)c(C)c1	0.88	-3	8	-1	2	12	11	0.92
COc1cccc(-c2nc(CS(=O)(=O)CC(=O)NCCc3ccccc3)c(C)o2)c1	1	-5	-8	-6	1	-2	-1	1.1
CCc1nnc(NC(=O)c2c(C)nn(-c3ccccc3)c2Cl)s1	0.75	1	8	-2	-4	25	-12	0.92
CN(CC(=O)Nc1ccc(F)cc1)C(=O)c1cn(-c2ccccc2)nc1-c1cccs1	0.8	2	-22	-4	-12	20	20	1.2
Cc1ccc(OC(=O)C(F)(F)F)c2c1NCCC2	0.82	-5	-6	-2	-3	18	33	1.1
COC(=O)C/C=C/[C@@H](C)[C@@H](/C=N/OC[C@H]1O[C@H](c2ccccc2)C=C[C@@H]1Oc1ccc(OC)cc1)OC	1	·	4	-2	·	0	·	0.96
O=C(NC(=S)Nc1ccc(Br)cc1F)C1CCCCC1	1.1	-9	-8	-1	6	-12	4	1.1
O=C(Nc1ccccc1Cl)c1ccc2ccccc2c1	1.2	-3	11	-5	2	-16	-2	0.89
O=C(CN1CCOCC1)Nc1ccccc1Sc1ccc(Cl)cc1	0.95	10	-1	3	-7	5	11	1
CC(C)Oc1cc2oc(=O)c3c(c2cc1Cl)CCC3	0.95	1	-3	-2	4	5	-4	1

Some values from the results shown.
COc1ccc(NC(=O)N(C)C[C@H]2Oc3c(NC(=O)c4nc5ccccc5s4)cccc3C(=O)N([C@@H](C)CO)C[C@H]2C)cc1 in mIAP inh → 7
CCOC(=O)N1CCN(c2c(-c3ccc(C)c(C)c3)c(=O)c2=O)CC1 in mIAP activ → 1.1
COc1ccc(NC(=O)C2CCCN(c3ncccn3)C2)cc1 (stereo not given) in hIAP act → 1.1

Back to the main list, repeating the 2 entries before the break.
SMILES	hIAP act	HKDC1 inh	mIAP inh	A3A deaminase	ATG4B inhibitor	hIAP block	PfGluPho inh	mIAP activ
O=C(CN1CCOCC1)Nc1ccccc1Sc1ccc(Cl)cc1	0.95	10	-1	3	-7	5	11	1
CC(C)Oc1cc2oc(=O)c3c(c2cc1Cl)CCC3	0.95	1	-3	-2	4	5	-4	1
COc1ccc2cc(C(N)=O)/c(=N/NC(=O)c3ccco3)oc2c1	0.85	3	12	-3	1	15	27	0.89
Cn1ncc2c(NCc3ccccc3)ncnc21	0.9	1	-2	-5	2	10	-12	1
CNS(=O)(=O)c1ccc(C)cc1	0.93	2	5	-4	-13	7	14	0.95
O=S(=O)(Nc1ccc(S(=O)(=O)N2CCCC2)cc1)c1ccccc1Br	1.1	-3	-8	0	-4	-9	2	1.1
O=C(Nc1cc(Cl)ccc1-n1cncn1)c1ccc(F)c(S(=O)(=O)N2CCOCC2)c1	0.99	-4	-5	2	-9	0	0	1.1
O=C(COC(=O)C1CC1)NCc1ccccc1	1	-4	4	2	4	-4	8	0.96
COCCNC(=O)C(OC(=O)c1nsc(Cl)c1Cl)C(C)C (stereo not given)	1	-10	2	1	-2	0	7	0.98
O=c1[nH]cc(S(=O)(=O)NCc2ccccc2)c(=O)[nH]1	1.3	-6	8	-5	-2	-26	-16	0.92
O=C(C1CCN(c2nnc(-n3cccc3)s2)CC1)N1CCc2ccccc2C1	0.89	-2	-6	0	14	11	8	1.1
Cn1cc(S(=O)(=O)Nc2ccc(Oc3ccccc3)cc2)c(=O)n(C)c1=O	0.82	-2	2	-2	9	18	-3	0.98
COC(=O)c1c(F)c(F)c(N2CCOCC2)c(F)c1F	1.1	-5	-1	-2	-6	-7	2	1
O=C(CN1CCCCC1)N/N=C/c1cccc(Cl)c1	0.91	-7	-2	1	4	9	6	1
Cc1cc(SCC(N)=O)nc(SCC(=O)c2ccccc2)n1	1.1	-5	-12	-7	-1	-8	-4	1.1
CC(OC(=O)CCc1cc(C(C)(C)C)c(O)c(C(C)(C)C)c1)C(=O)NC1CC1 (stereo not given)	1	3	3	-1	0	-2	-10	0.97
O=C(N/N=C/CCc1ccccc1)c1ccccc1	0.91	-4	-5	-2	-4	10	-11	1
CCN1C(=O)CC(NCc2ccc(S(N)(=O)=O)cc2)C1=O (stereo not given)	1.1	-4	-4	5	0	-8	-9	1
CC(C)(C)CC(=O)NC(=S)NCCc1ccccc1	0.97	12	7	4	2	3	17	0.93
CC(C)Cn1c(SCC(=O)NCCCN2CCCC2=O)nc2ccccc21	1	-6	6	-3	-2	-4	-1	0.94
O=C(COc1coc(CN2CCc3ccccc32)cc1=O)Nc1ccc([N+](=O)[O-])cc1	0.92	-5	6	1	-7	8	-6	0.94
COc1cccc(NC(=O)c2cccc(N3C(=O)C4C5C=CC(C5)C4C3=O)c2)c1 (stereo not given)	1.1	0	-3	-7	2	-10	-3	1
Cc1cccc(CC(=O)N2CCOCC2)c1	1.1	-5	-1	-3	2	-6	3	1
C[C@H](CO)N1C[C@H](C)[C@@H](CN(C)Cc2ccncc2)Oc2c(NS(=O)(=O)c3cccs3)cccc2C1=O	0.93	-4	9	-3	0	7	-6	0.91
Cc1ccc(N2CC(C(=O)NC3=NCCS3)CC2=O)cc1 (stereo not given)	0.91	-4	8	2	-9	9	3	0.92
CNC(=O)c1cc2c(s1)CCCCCC2	1.1	-9	6	0	5	-5	0	0.94
Cc1cccc(-n2nc([N+](=O)[O-])c(=NCc3cccnc3)n2O)c1	0.94	-4	4	4	-2	6	-3	0.96

Shown bar-delimited: entries from further up.
structure | hIAP act | HKDC1 inh | mIAP inh | A3A deaminase | ATG4B inhibitor | hIAP block | PfGluPho inh | mIAP activ
O=S(=O)(Nc1ccc(S(=O)(=O)N2CCCC2)cc1)c1ccccc1Br | 1.1 | -3 | -8 | 0 | -4 | -9 | 2 | 1.1
CNS(=O)(=O)c1ccc(C)cc1 | 0.93 | 2 | 5 | -4 | -13 | 7 | 14 | 0.95

Additional records.
SMILES	hIAP act	HKDC1 inh	mIAP inh	A3A deaminase	ATG4B inhibitor	hIAP block	PfGluPho inh	mIAP activ
COc1ccccc1CCC(=O)N1CCN(S(=O)(=O)c2cccc(F)c2)CC1	0.98	1	0	-4	2	2	3	0.99
COc1cccc(CN2CCCC(N3CCc4ccccc4C3)C2)c1O (stereo not given)	0.97	-4	10	-2	0	3	0	0.9
O=C(Nc1nccs1)c1ccc(Cl)c([N+](=O)[O-])c1	0.93	0	8	-6	-5	7	5	0.92
COc1ccc(C(=O)OCC(=O)Nc2nc3c(F)c(F)c(F)cc3s2)cc1OC	1.1	-5	-9	-5	-13	-14	8	1.1
O=C(NCCN1CCOCC1)c1cn(-c2ccccc2)nc1-c1cccs1	1	7	-3	0	5	-1	-20	1
COc1ccc(C(CNC(=O)c2oc3cc(Br)ccc3c2C)N2CCCCC2)cc1 (stereo not given)	0.93	5	-2	0	2	7	25	1
Cc1ccc2c(c1)N(CC(=O)NCc1cccs1)C(=O)C(C)O2 (stereo not given)	0.91	-6	-1	0	1	9	-12	1
CN(C(=O)CSc1nnc(-c2ccncc2)n1Cc1ccccc1)C1CCS(=O)(=O)C1 (stereo not given)	1	·	2	-3	·	-2	·	0.98
Cc1ccc2nc3ccc(N4CCCC4)nn3c(=O)c2c1	1	-2	3	1	-4	0	-3	0.97
Cc1ccc(NC(=O)CN2C(=O)c3ccccc3S2(=O)=O)cc1C	1	-3	-10	3	1	0	18	1.1
CCC1Sc2ccc(S(=O)(=O)Nc3ccc(OC)cc3)cc2NC1=O (stereo not given)	1.2	3	-16	4	-7	-19	12	1.2
CCOC(=O)N1CCC(NC(=O)c2cc(S(=O)(=O)N3CCOCC3)ccc2F)CC1	1.1	-1	-3	-4	-8	-11	2	1
COC(=O)c1cc(C(=O)OCC(=O)NC2CCCCCCC2)cc([N+](=O)[O-])c1	0.93	-2	0	-6	-10	7	5	1
Cn1c(-c2cccc([N+](=O)[O-])c2)cnc1NCc1cccc(F)c1	0.97	2	11	-5	11	3	-7	0.89
COC(=O)c1ccc(NC(=O)C2CC3CCC2C3)cc1 (stereo not given)	0.94	-3	-7	-4	-4	6	17	1.1
CCN(C(=O)CSc1nnc(-c2ccc(C)cc2)n1N)c1c(N)n(Cc2ccccc2)c(=O)[nH]c1=O	1	-3	4	-4	-3	-2	10	0.96
O=C(C[n+]1ccn(CCCNP2(=O)C=C(c3ccccc3)OC(c3ccccc3)=C2)c1)c1cccs1	1.1	-7	-11	-3	-7	-10	-4	1.1
O=C(O)C1CC(=O)N(Cc2ccc(F)cc2)C1 (stereo not given)	1.1	-3	-5	2	-1	-5	-12	1
Cc1cc(C)cc(N2CCCn3c2nc2c3c(=O)n(CCN3CCOCC3)c(=O)n2C)c1	1.1	1	-9	2	-3	-6	-5	1.1
Cc1ccc(COc2ccc(S(=O)(=O)N3CCCC3)cc2C(N)=O)cc1	0.89	-4	-8	4	-5	11	-6	1.1
Cc1ccccc1C(=O)NC(=S)N(CCO)Cc1ccccc1	1.1	-5	2	-4	4	-7	12	0.98
CCC1CCCCN1CCCNC(=O)Cn1c(=O)c2cccn2c2ccccc21 (stereo not given)	1.3	-4	7	-7	3	-33	-6	0.93
COc1ccc(C)cc1NC(=O)CCC(=O)Nc1ccc2nc(N3CCN(C)CC3)cc(C)c2c1	1	16	-8	-4	10	-2	17	1.1
O=C(CNCc1ccc(F)cc1)Nc1cc(S(=O)(=O)N2CCOCC2)ccc1Cl	0.98	2	0	-5	-13	2	2	1
CN1CCC(N(C)C(=O)COc2ccccc2-c2ccccc2)CC1	1.2	-6	-4	6	-1	-19	-7	1
Cc1ccc(CNC(=O)CN(C)S(=O)(=O)c2ccc(F)cc2)cc1	1.2	3	-9	-7	-9	-21	2	1.1
NC(=S)NNC(=O)c1ccccc1	0.91	13	11	-3	-4	9	1	0.89
